Compound activity as filed in PubChem BioAssay.
MCF10A rerep – inducers of DNA re-replication in MCF 10A breast cells; MCF 10A DNA re-replication, Hoechst nuclear intensity, 48 h; Potency, µM (top dose mostly 46.1 µM), for the others: at the highest dose activity, positive = re-replication, most hits filed as activators; actives 2.9% (n = 350,000); note: potency is the fitted concentration of half-maximal effect; % of control where 0% means no effect; nearly all actives have a fitted effect of over 50% in size
HT1080NT lethal – kills 2HG-producing HT-1080-NT fibrosarcoma cells. HT-1080-NT fibrosarcoma viability, CellTiter-Glo ATP luminescence, 48 h. Potency, µM (doses to about 46.1 µM), for inactives: at the highest dose activity, negative = less viability, actives largely listed as cytotoxic. actives 1.6% (n = 360,000);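 note: NT is the 2HG producing partner of a matched IDH1 knockdown line; potency is the fitted concentration of half-maximal effect; 0% = DMSO-treated cells and -100% = media-only wells without cells; nearly all actives have a fitted effect of over 55% in size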
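HT-1080-NT; 750 cells/well; 5% FBS RPMI; 48 h compound, 37 degrees C; CellTiter-Glo luminescence; curve fitting and curve-class assignment.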
IL-1B inflam inh – inhibitors of inflammasome signaling (IL-1 beta secretion); activity change, % at 57.5 µM; actives 4.7% (n = 360,000); THP-1 LPS/ATP IL-1B secretion, AlphaLISA, 16 h; stronger effect = lower value; in the data active = activity change below about -50%; inconclusive = mostly about -30% to -49%; note: % is set by controls: 0 for no effect and ±100 for the full control effect
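THP-1 cells pretreated 1 hr with compounds (up to 57.5 uM final), then stimulated with LPS (250 ng/mL final) plus ATP (1.25 mM final); secreted IL-1B measured by AlphaLISA after 16 hr, decreased signal indicating inhibition.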
SW480 rereplic – inducers of DNA re-replication in SW480 colon cancer cells; AID 624297; actives 1.8% (n = 340,000); Potency, µM (highest dose often 46.1 µM), for the others: at the top dose re-replication activation, most hits filed as activators; SW480 DNA re-replication, Hoechst DNA content imaging, 48 h; note: potency is the fitted concentration of half-maximal effect; % of control where 0% means no effect; nearly all actives have a fitted effect of over 55% in size
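Treated cells incubate 48 hr (37 C, 5% CO2), are stained 40 min with Hoechst, and nuclear fluorescence is enumerated; a rise in nuclei with high DNA signal marks re-replication.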
WRN inhibitor – blocks human WRN helicase | Q14191 | WRN helicase unwinding, fluorescent forked duplex, kinetic | Potency, µM (highest dose often 114 µM), for the others: at the top dose activity change, negative = inhibition, usual class: inhibitors | actives 0.46% (n = 360,000) | AID 651768; note: potency is the fitted concentration of half-maximal effect; % is set by controls: 0 for no effect and ±100 for the full control effect; nearly all actives have a fitted effect of over 55% in size
Target sequence (Q14191 whole entry, looked up): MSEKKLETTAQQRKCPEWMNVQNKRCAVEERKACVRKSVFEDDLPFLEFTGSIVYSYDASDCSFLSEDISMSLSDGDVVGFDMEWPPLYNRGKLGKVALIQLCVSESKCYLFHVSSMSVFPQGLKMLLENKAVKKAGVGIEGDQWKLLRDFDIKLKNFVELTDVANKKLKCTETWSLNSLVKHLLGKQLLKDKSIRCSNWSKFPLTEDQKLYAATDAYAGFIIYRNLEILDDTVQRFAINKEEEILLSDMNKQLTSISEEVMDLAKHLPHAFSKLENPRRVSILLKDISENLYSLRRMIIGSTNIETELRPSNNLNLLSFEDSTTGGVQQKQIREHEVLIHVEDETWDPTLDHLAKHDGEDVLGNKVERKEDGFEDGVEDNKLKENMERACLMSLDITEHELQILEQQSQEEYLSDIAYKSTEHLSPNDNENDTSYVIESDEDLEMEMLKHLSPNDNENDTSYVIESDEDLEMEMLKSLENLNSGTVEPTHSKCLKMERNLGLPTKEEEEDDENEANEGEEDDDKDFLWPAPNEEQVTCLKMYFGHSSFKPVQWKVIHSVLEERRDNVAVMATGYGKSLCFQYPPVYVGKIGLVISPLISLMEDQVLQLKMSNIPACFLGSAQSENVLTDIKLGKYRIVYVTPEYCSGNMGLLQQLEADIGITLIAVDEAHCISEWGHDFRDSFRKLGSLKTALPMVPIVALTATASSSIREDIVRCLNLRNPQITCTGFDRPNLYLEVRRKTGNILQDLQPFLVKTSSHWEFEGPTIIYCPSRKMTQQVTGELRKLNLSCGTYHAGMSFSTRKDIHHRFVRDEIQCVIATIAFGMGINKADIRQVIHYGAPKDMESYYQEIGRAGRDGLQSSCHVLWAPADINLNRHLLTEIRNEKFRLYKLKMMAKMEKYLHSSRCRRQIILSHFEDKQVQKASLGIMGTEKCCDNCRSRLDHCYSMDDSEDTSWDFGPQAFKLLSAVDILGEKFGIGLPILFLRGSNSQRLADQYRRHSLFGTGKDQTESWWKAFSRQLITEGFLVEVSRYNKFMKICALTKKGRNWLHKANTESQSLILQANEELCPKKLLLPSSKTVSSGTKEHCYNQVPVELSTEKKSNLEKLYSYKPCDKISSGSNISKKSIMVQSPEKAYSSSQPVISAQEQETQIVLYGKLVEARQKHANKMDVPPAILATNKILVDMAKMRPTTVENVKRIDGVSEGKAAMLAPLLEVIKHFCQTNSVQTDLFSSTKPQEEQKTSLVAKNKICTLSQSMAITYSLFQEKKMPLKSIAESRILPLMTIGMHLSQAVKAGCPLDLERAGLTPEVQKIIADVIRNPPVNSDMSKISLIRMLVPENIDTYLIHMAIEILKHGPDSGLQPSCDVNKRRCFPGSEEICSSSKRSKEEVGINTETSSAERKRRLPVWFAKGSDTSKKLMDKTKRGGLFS
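Kinetic fluorescence helicase assay: unwinding of a quenched forked DNA duplex (100 nM final) with 2 mM ATP final raises red fluorescence (525/598 nm). Compounds sat 15 min at room temperature with 20 nM WRN beforehand.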
KB-3-1 tox – KB-3-1 parental cell cytotoxicity; KB-3-1 viability, CellTiter-Glo ATP luminescence, 72 h; Potency, µM (doses to about 46.1 µM), for the others: at the highest dose activity change, negative = cytotoxic, most hits filed as cytotoxic; actives 1.4% (n = 400,000); AID 1347075; note: potency is the fitted concentration of half-maximal effect; % is set by controls: 0 for no effect and ±100 for the full control effect; nearly all actives have a fitted effect of over 60% in size
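KB-3-1 parental drug-naive adenocarcinoma cells in DMEM/10% FBS, incubated 72 h at 37 C with pin-transferred compounds across a concentration series. Viability by CellTiter-Glo luminescence; concentration-response curves fitted after normalization.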
HT1080 IDH1KD tx – toxicity to HT-1080 IDH1 knockdown cells (counter line); HT-1080 IDH1 knockdown viability, ATP luminescence, 48 h; Potency, µM (series often up to 46.1 µM), without a hit: at the highest dose activity, negative = toxicity, actives largely listed as cytotoxic; actives 2% (n = 360,000); AID 686971;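 note: potency is the fitted concentration of half-maximal effect; 0% = DMSO wells and -100% = cell-free medium wells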
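Using the IDH1-knockdown HT-1080 line run in the same batch and compound series as the NT line, viability after 48 h at 37 °C was determined by CellTiter-Glo luminescence and expressed as % activity.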
KB-V1 MDR tox – kills drug-selected multidrug resistant KB-V1 cells. actives 3.4% (n = 400,000). Potency, µM (highest dose often 46.1 µM), for the others: top-dose activity change, negative = cytotoxicity, actives largely listed as cytotoxic. AID 1347076. KB-V1 MDR cells viability, CellTiter-Glo, 72 h; note: potency is the fitted concentration of half-maximal effect; % is set by controls: 0 for no effect and ±100 for the full control effect; nearly all actives have a fitted effect of over 60% in size
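Cytotoxicity toward P-gp-expressing KB-V1 cells was determined as loss of CellTiter-Glo luminescence after 72 h at 37 degrees C. Compounds were tested in quantitative HTS format across a concentration range, with curves fitted to normalized data.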
ATXN2 expr inh – inhibitors of ATXN2 expression; HEK-293 ATXN2-luciferase reporter, luminescence, 24 h; Potency, µM (highest dose often 57 µM), inactives show at the top dose activity change, negative = inhibition, actives largely listed as inhibitors; actives 0.72% (n = 360,000); note: potency is the fitted concentration of half-maximal effect; % is set by controls: 0 for no effect and ±100 for the full control effect; nearly all actives have a fitted effect of over 55% in size
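qHTS (up to 57 uM final) was run with 24 h compound exposure of reporter cells at 37 °C. Each well was multiplexed: SteadyGlo luminescence measured ATXN2-luciferase expression after a fluorogenic Gly-Phe-AFC viability readout (25 uM final).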
Active calls of the source: *; ? = inconclusive; . = no result given; & = joins results of further samples; [ ] = another dose, or the depositor's remark. Unless noted, calls come from the whole dose curve; as a rule, active = well fitted curve in the direction sought with a large enough effect; inconclusive = small, poorly fitted or top-dose-only effect, or another doubt; inactive = no such curve, though single readings can be large; an effect the other way counts as inactive or inconclusive.

SMILES	MCF10A rerep	HT1080NT lethal	IL-1B inflam inh	SW480 rereplic	WRN inhibitor	KB-3-1 tox	HT1080 IDH1KD tx	KB-V1 MDR tox	ATXN2 expr inh
COC(=O)[C@]1(C)N[C@H](CN(C)C(=O)c2ccccc2)[C@@H]2C(=O)N(C)C(=O)[C@@H]21	-11%	17%	48	-38%	1%	14%	10%	?	-7%
COc1ccccc1-n1c(C)cc(SC)c(C(C)=O)c1=S	-1%	0%	6	1%	-25%	-19%	1%	1%	3%
COc1ccc(CN(C)C(=O)c2cc(-c3ccc(C)cc3C)nc3ccccc23)c(OC)c1OC	23µM*	?	-85*	?	-4%	-7%	?	-4%	?
COc1cccc(C(=O)N2CCN(Cc3nc(CC4CC4)no3)CC2)c1	-16%	-4%	10	-2%	-6%	-3%	6%	0%	3%
O=C(Nc1ccc(S(=O)(=O)Nc2ncccn2)cc1)c1cccc([N+](=O)[O-])c1	.	8%	0	.	6%	4%	8%	26%	.
CC(OC(=O)c1cc(-c2cccnc2)nc2ccccc12)C(=O)Nc1ccc2ccccc2c1 (stereo unspecified)	16µM*	1%	-8	2%	-4%	-3%	12%	-5%	-22%
CN1CCN(NC(=O)c2ccc(COc3ccccc3Br)o2)CC1	3%	-7%	-9	-10%	0%	-3%	-3%	2%	0%
O=C(O)CCCn1nc(-c2ccccc2)c2ccccc21	0%	-2%	10	-6%	-2%	4%	0%	5%	-25%
CCCC(N)CCCCCC(=O)O (stereo unspecified)	1%	3%	0	-9%	7%	-1%	3%	8%	2%
CCn1c(=O)n(CC)c2cc(N3CCCC3)c(NC(=O)c3ccc(OC)c(Br)c3)cc21	?	-13%	-4	-2%	-6%	-3%	0%	-23%	.
CN1CCN(C(=O)C2(NC(=O)Nc3cccc(F)c3)CCCCC2)CC1	1%	28%	5	2%	-14%[57.1 µM]	3%	17%	26%	1%
CCN(Cc1ccncc1)C(=O)C(CO)c1ccccc1 (stereo unspecified)	-10%	4%	15	-10%	-4%	0%	5%	11%	2%&6%
O=C(CSCc1ccc(Cl)cc1)NCc1ccc2c(c1)OCO2	5%	-17%	-8	9%	-3%	17%	-2%	17%	3%
CC(=O)NCCn1c(SCC(=O)c2ccccc2)nc2ccccc2c1=O	0%	-1%	?	-1%	-14%	-2%	-13%	?	-7%
CCOC(=O)c1c(-c2ccccc2)csc1NC(=O)CSc1nnnn1C	?	?	-8	30%	-2%	0%	11µM*	0%	59%[activator]
COc1cc(CC(=O)OC2CCOC2=O)cc(OC)c1OC (stereo unspecified)	11%	20%	12	3%	0%	20%	26%	4%	-1%
Clc1ccc(-n2nnnc2SCc2c(-c3ccccc3)nc3sccn23)cc1	13%	?	-21	-1%	-4%	-17%	?	?	-33%
CCOC(=O)C(Sc1cc(-c2ccccc2)nc2ncnn12)C(C)=O (stereo unspecified)	9%	?	-19	2%	-8%	?	-27%	1%	-16%
C=CCn1c(=O)/c(=C/c2ccc(C)o2)s/c1=C(/C#N)C(=O)c1ccccc1	5%	-11%	-21	-10%	-3%	0%	-13%	0%	-6%
Cc1cc(C)n(-c2ccc(C(=O)NCc3ccc4c(c3)OCO4)cc2)n1	0%	1%	-3	-3%	15%	10%	-1%	-9%	-8%
COc1ccc(CNC(=O)c2cnc3n(c2=O)CCS3)cc1	-2%	4%	10	-15%	0%	-4%	6%	-2%	-1%
O=C(O)c1ccc(N2CCCC2=O)cc1	3%	16%	23	-2%	-3%	4%	17%	26%	-6%
O=S(=O)(Nc1cccc(-c2cn3c(n2)SCC3)c1)c1cccs1	1%	-4%	-9	2%	4%	-15%	-16%	-21%	.
COc1cc(OC)c(NC(=O)c2c(-c3ccccc3)noc2C)cc1Cl	0%	3%	6	-7%	-6%	2%	-7%	-1%	-35%
CCN1CCN(C(=S)c2ccc(Br)cc2)CC1	-1%	-4%	-6	-6%	8%	?	0%	-38%	9%
Cc1ccc(S(=O)(=O)N2[C@@H](CO)CO[C@H]2CC(=O)c2ccccc2)cc1	.	-1%	-20	.	2%	-14%	3%	-7%	.
COc1ccc(N(C)C(=O)CN(C)S(=O)(=O)c2ccc3c(c2)c(=O)n(C)c(=O)n3C)c(OC)c1	-3%	1%	9	4%	3%	-5%	11%	-21%	.
Cn1cnnc1Sc1ccc(C(=O)OCC(=O)NC2CC2)cc1[N+](=O)[O-]	2%	23%	18	4%	7%	4%	12%	9%	-7%
CC(C(Sc1ccccc1N)c1ccccc1)[N+](=O)[O-] (stereo unspecified)	?	?	-85*	10%	-35%	12µM*	?	-23%	?
COC(=O)[C@]1(C)N[C@H](CN(C)S(=O)(=O)c2ccc(C)cc2)[C@@H]2C(=O)N(Cc3ccccc3)C(=O)[C@@H]21	-4%	4%	-15	8%	-5%	0%	6%	0%	-13%
Cc1ccc([N+](=O)[O-])c(OCC(=O)OCC(=O)c2ccccc2)c1	-2%	29%	8	1%	13%	1%	9%	24%	-15%
Cc1cccc(NC(=O)CNC(=O)[C@H]2O[C@@H](n3cnc4c(N)ncnc43)[C@H](O)[C@@H]2O)c1C	.	23%	0	.	-5%	0%	24%	2%	-2%
COc1cc(Cl)ccc1OCc1cc(C(=O)N2CCC(N(C)C)C2)no1 (stereo unspecified)	12%	-2%	-20	-7%	3%	-9%	-12%	-9%	3%
CC(=O)OCCNc1cc(SC(C)C)c2nonc2c1[N+](=O)[O-]	-5%	-18%	-22	-1%	2%	-29%	-5%	-18%	-16%
CCN(CC)CCNC(=O)c1ccc(NC(=O)c2cc(-c3ccncc3)nc3ccccc23)cc1	9%	?	?	?	24%	?	?	-5%	-14%
Cc1cccc(Nc2ccc3nonc3c2[N+](=O)[O-])c1C	-1%	9%	25	-2%	-1%	0%	16%	21%	4%
S=c1[nH]nc(-c2ccccc2Br)n1Cc1ccccc1	2%	4%	14	-1%	-12%	-4%	2%	?	.
O=S(=O)(c1ccc(F)cc1)n1cnc2ccccc21	0%	2%	-3	7%	5%	24%	5%	0%	4%
Cc1cc(F)cc(-c2cc(C(=O)NCc3ccco3)[nH]n2)c1	.	2%	?	.	7%	0%	0%	1%	23%
CCOC(=O)C(=O)CC(=O)c1ccc2c(c1)OCCO2	-1%	0%	-8	-3%	-1%	5%	-9%	?	.
CCOC(=O)c1c(C)noc1CP(=O)(c1ccccc1)c1ccccc1	?	2%	30	-1%	-3%	-4%	5%	?	0%
Cc1ccc2cc(CCNC(=O)c3ccc4c(c3)OCO4)c(=O)[nH]c2c1	-5%	8%	-20	0%	-4%	-4%	1%	-26%	-25%
COc1cc(OC)nc(Oc2ccccc2C(=O)Oc2ccc(C)cc2)n1	-1%	15%	-12	-6%	-10%	14%	0%	11%	-7%
Cc1nn(-c2ccccc2)c2sc(C(=O)OCn3nnc4ccccc4c3=O)cc12	-35%[inhibitor]	-5%	2	1%	1%	3%	2%	0%	-4%
COc1cc2sc(C)nc2c2sccc12	21%	-15%	-7	6%	11%	-7%	-15%	3%	-14%
COC(=O)c1ccc(COC(=O)CNC(=O)c2ccc(OC)cc2)cc1	11%	0%	1	-6%	-3%	0%	3%	3%	.

Reformatted as a markdown table: entries from further up.
| SMILES | MCF10A rerep | HT1080NT lethal | IL-1B inflam inh | SW480 rereplic | WRN inhibitor | KB-3-1 tox | HT1080 IDH1KD tx | KB-V1 MDR tox | ATXN2 expr inh |
| --- | --- | --- | --- | --- | --- | --- | --- | --- | --- |
| CC(=O)OCCNc1cc(SC(C)C)c2nonc2c1[N+](=O)[O-] | -5% | -18% | -22 | -1% | 2% | -29% | -5% | -18% | -16% |
| CCN(CC)CCNC(=O)c1ccc(NC(=O)c2cc(-c3ccncc3)nc3ccccc23)cc1 | 9% | ? | ? | ? | 24% | ? | ? | -5% | -14% |
| Cc1cccc(Nc2ccc3nonc3c2[N+](=O)[O-])c1C | -1% | 9% | 25 | -2% | -1% | 0% | 16% | 21% | 4% |
| S=c1[nH]nc(-c2ccccc2Br)n1Cc1ccccc1 | 2% | 4% | 14 | -1% | -12% | -4% | 2% | ? | . |
| O=S(=O)(c1ccc(F)cc1)n1cnc2ccccc21 | 0% | 2% | -3 | 7% | 5% | 24% | 5% | 0% | 4% |
| Cc1cc(F)cc(-c2cc(C(=O)NCc3ccco3)[nH]n2)c1 | . | 2% | ? | . | 7% | 0% | 0% | 1% | 23% |
| CCOC(=O)C(=O)CC(=O)c1ccc2c(c1)OCCO2 | -1% | 0% | -8 | -3% | -1% | 5% | -9% | ? | . |
| CCOC(=O)c1c(C)noc1CP(=O)(c1ccccc1)c1ccccc1 | ? | 2% | 30 | -1% | -3% | -4% | 5% | ? | 0% |
| Cc1ccc2cc(CCNC(=O)c3ccc4c(c3)OCO4)c(=O)[nH]c2c1 | -5% | 8% | -20 | 0% | -4% | -4% | 1% | -26% | -25% |
| COc1cc(OC)nc(Oc2ccccc2C(=O)Oc2ccc(C)cc2)n1 | -1% | 15% | -12 | -6% | -10% | 14% | 0% | 11% | -7% |

Rows were taken by chance; 12% or so of the library scored in one or more.
